D1 ag – activates the human D1 dopamine receptor; P21728; HEK293 T-REx D1 cells, calcium flux, agonist mode; activation, % at 2 µM; actives 1% (n = 360,000); in the data active = activation above about 30%; note: 0% is about no effect
Target sequence (P21728 whole entry, looked up): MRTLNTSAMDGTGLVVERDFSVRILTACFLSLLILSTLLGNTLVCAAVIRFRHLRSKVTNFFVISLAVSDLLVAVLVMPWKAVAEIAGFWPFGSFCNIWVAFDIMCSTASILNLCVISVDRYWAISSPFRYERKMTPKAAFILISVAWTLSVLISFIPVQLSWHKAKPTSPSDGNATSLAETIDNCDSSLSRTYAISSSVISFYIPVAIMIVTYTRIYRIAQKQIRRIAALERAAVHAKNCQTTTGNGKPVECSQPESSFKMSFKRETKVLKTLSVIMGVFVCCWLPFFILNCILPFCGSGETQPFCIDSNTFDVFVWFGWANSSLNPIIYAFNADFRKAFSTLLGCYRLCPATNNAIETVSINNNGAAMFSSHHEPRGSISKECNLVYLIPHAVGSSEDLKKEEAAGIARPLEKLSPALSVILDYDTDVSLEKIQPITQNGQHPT
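Inducible HEK293 T-REx D1 cells, force-coupled to calcium signalling, were plated at 4000 cells/well with tetracycline and held overnight at 30 C. After no-wash calcium dye loading, compound-evoked calcium rise over 180 s flagged agonists.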
Vif-A3F inh – blocks the Vif interaction with APOBEC3F; HeLa A3F-eYFP + Vif (tagged APOBEC3F with the HIV-1 protein that degrades it), YFP fluorescence increase; actives 0.2% (n = 390,000); Potency, µM (doses to about 46.1 µM), without a hit: at the top dose activity, negative = active; note: potency is the fitted concentration of half-maximal effect; % of control where 0% means no effect; nearly all actives have a fitted effect of over 65% in size
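HeLa cells stably expressing A3F-eYFP plus Vif, plated and incubated overnight at 37 deg C, then exposed to compounds overnight at 37 deg C. Blocked degradation read as raised yellow fluorescence (Ex 488/Em 500-530).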
D1 PAM – enhances dopamine response at the human D1 receptor | P21728 | actives 0.036% (n = 360,000) | potentiation, % at 10 µM | HEK293 TREx D1 cells, calcium flux, dopamine EC20 potentiation; in the data active = potentiation above about 30%; note: 0% is about no effect
D1 antagonist – blocks dopamine activation of the human D1 receptor | P21728 | HEK293 TREx D1 cells, calcium flux, dopamine EC80; stronger effect = lower value | actives 3.2% (n = 360,000) | activity change, negative = inhibition, % at 10 µM; in the data active = activity change below about -30%; note: % is set by controls: 0 for no effect and ±100 for the full control effect
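Tetracycline-induced HEK293 Trex D1 cells, force-coupled to calcium, dye-loaded; compounds added and read 180 s, then EC80 dopamine added and calcium flux tracked kinetically another 180 s.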
RXFP1 antag – RXFP1 (human) relaxin receptor antagonism; HEK293-RXFP1, relaxin-stimulated cAMP HTRF, 30 min; stronger effect = lower value; actives 0.59% (n = 350,000); AID 1259400; activity change, negative = inhibition, % at 57.5 µM;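 active = activity change of -60% or lower, but not beyond a set lower limit; inconclusive = change between -60% and -40%, or beyond the set limit; inactive = change above -40%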; note: % is set by controls: 0 for no effect and ±100 for the full control effect
Vif-A3G inh – Vif-A3G binding inhibition. Q9HC16. HeLa A3G-eYFP + Vif (tagged APOBEC3G with the HIV-1 protein that degrades it), YFP fluorescence, overnight. Potency, µM (series often up to 46.1 µM), inactives show top-dose activity, negative = active, actives largely listed as inhibitors. actives 0.076% (n = 410,000). AID 602310;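 note: potency is the fitted concentration of half-maximal effect; % is set by controls: 0 for no effect and ±100 for the full control effect; nearly all actives have a fitted effect of over 60% in size; hits raise eYFP signal because A3G escapes Vif-driven loss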
Target sequence (Q9HC16 whole entry, looked up): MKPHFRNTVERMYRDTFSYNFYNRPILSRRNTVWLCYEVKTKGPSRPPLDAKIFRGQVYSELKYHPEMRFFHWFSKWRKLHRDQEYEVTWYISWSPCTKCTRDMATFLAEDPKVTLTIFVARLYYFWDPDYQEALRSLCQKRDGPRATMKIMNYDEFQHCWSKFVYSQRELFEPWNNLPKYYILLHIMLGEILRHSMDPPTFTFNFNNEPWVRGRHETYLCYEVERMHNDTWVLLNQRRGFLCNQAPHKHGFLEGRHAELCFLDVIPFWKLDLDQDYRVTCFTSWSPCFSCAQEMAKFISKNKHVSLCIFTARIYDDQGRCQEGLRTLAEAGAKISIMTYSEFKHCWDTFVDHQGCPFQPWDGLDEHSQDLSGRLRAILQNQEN
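Read-out is eYFP fluorescence (Ex 488/Em 500-530) from Vif-expressing HeLa A3G-eYFP cells; more signal means A3G escaped Vif-mediated degradation. Cells plated overnight, compound pinned in, incubated overnight at 37 deg C.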
Glioma ERSR ind – inducers of ER stress response in human glioma cells; Potency, µM, for the others: top-dose activation, usual class: activators; actives 0.02% (n = 420,000); AID 602332; U87-MG GRP78 promoter luciferase reporter, 16 h; note: potency is the fitted concentration of half-maximal effect; series mostly up to about 76 µM; % of control where 0% means no effect; nearly all actives have a fitted effect of over 35% in size
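ERSR induction read as luciferase luminescence (Bright-Glo, 10 min at room temperature) in stably transfected human U87-MG glioma cells exposed to compounds for 16 h, using GRP78 as sensor.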
RXFP1 agonist – agonists of human relaxin receptor RXFP1. Q9HBX9. HEK293T-RXFP1 cAMP TR-FRET, 30 min; response scale: percent of porcine relaxin response, buffer zero. Potency, µM (top dose mostly 57.5 µM), without a hit: at the highest dose activation, most hits filed as activators. actives 0.3% (n = 370,000); note: potency is the fitted concentration of half-maximal effect; % is set by controls: 0 for no effect and ±100 for the full control effect; nearly all actives have a fitted effect of over 60% in size; many of its hits are not listed in these tables
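HEK293T cells stably expressing RXFP1 were pretreated with the PDE4 inhibitor Ro 20174, exposed to compounds for 30 min at 37C, lysed, and cAMP was read by TR-FRET. Data normalized to buffer (basal) and 29 nM porcine relaxin (100%).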
D2 potentiator – positively modulates the human D2 dopamine receptor allosterically; actives 0.34% (n = 340,000); potentiation, % at 10 µM; P14416; AID 485347; HEK293 T-REx D2, calcium flux, EC20 dopamine potentiation;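 active = potentiation over 3 SD above the plate norm, cut at about 30% in these data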; note: 0% is about no effect
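Tetracycline-induced Hek293 Trex D2 cells, force-coupled to calcium, loaded with no-wash calcium dye. Compound added with 180 s kinetic read for agonism, then EC20 dopamine and a further 180 s read for potentiation.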
* hit, by the source's call; & = joins results of further samples. Unless noted, calls come from the whole dose curve; as a rule, active = well fitted curve in the direction sought with a large enough effect; inconclusive = small, poorly fitted or top-dose-only effect, or another doubt; inactive = no such curve, though single readings can be large; an effect the other way counts as inactive or inconclusive. An excerpt (hit frequency here may not be typical).

For COCCC(=O)N1CCC(n2nccc2NC(=O)CCc2ccccc2)CC1 the results were D1 ag 1, Vif-A3F inh 5%, D1 PAM -4, D1 antagonist 33, RXFP1 antag 3, Vif-A3G inh 2%, Glioma ERSR ind -4%, RXFP1 agonist -1.2% and D2 potentiator 2.
Screening CN1C/C(=C/c2cccnc2)C(=O)/C(=C/c2cccnc2)C1 returned D1 ag 3, Vif-A3F inh -5%, D1 PAM 3, D1 antagonist 7, Vif-A3G inh inconclusive, Glioma ERSR ind -13%, RXFP1 agonist -1.3% and D2 potentiator 17.
CCn1nc(C)c(CCN(C)C(=O)Nc2cc(Cl)ccc2C)c1C was read as D1 ag 0, Vif-A3F inh -2%, D1 PAM 0, D1 antagonist 6, Vif-A3G inh 5%, Glioma ERSR ind 1%, RXFP1 agonist 1.6% and D2 potentiator -3.
For COC(=O)C1CN(C(=O)COc2ccccc2C)c2ccccc2O1 (configuration not stated) the results were D1 ag 1, Vif-A3F inh 3%, D1 PAM -9, D1 antagonist 6, RXFP1 antag -7, Vif-A3G inh 0%, Glioma ERSR ind 1%, RXFP1 agonist 1.7% and D2 potentiator 0.
Screening Cc1nn(-c2ccccc2)c(N)c1N=Nc1ccc2ccccc2c1 returned D1 ag 3, Vif-A3F inh 10%, D1 PAM -3, D1 antagonist -2, RXFP1 antag -17, Vif-A3G inh -17%, Glioma ERSR ind inconclusive, RXFP1 agonist 0.6% and D2 potentiator -7.
O=C(CCOc1ccccc1)Nc1ccnn1C1CCN(Cc2ccccc2)CC1 was read as D1 ag 2, Vif-A3F inh 6%, D1 PAM 0, D1 antagonist -4, RXFP1 antag 2, Vif-A3G inh -3%, Glioma ERSR ind -5%, RXFP1 agonist 0.9% and D2 potentiator -18.
CCCCn1c(N)c(N(CC)C(=O)c2cc(CC)c(C)s2)c(=O)[nH]c1=O was read as D1 ag 2, Vif-A3F inh inconclusive, D1 PAM 7, D1 antagonist -9, RXFP1 antag 2, Vif-A3G inh -1%, Glioma ERSR ind -1%, RXFP1 agonist -0.3% and D2 potentiator 1.
`CCC(=O)Nc1nnc(S(=O)(=O)N(CC)c2ccc(OC)cc2)s1` gave D1 ag 0, Vif-A3F inh -8%, D1 PAM -9, D1 antagonist 10, RXFP1 antag 7, Vif-A3G inh 2%, Glioma ERSR ind -1%, RXFP1 agonist 0.3% and D2 potentiator -11.
CN(Cc1ccco1)C(=O)CCc1nc2sc3c(c2c(=O)[nH]1)CCCC3 was read as D1 ag 1, Vif-A3F inh -19%, D1 PAM -4, D1 antagonist 20, RXFP1 antag -6, Vif-A3G inh -8%, Glioma ERSR ind -1%, RXFP1 agonist 6.6% and D2 potentiator 4.
Screening O=C(CCNS(=O)(=O)c1cccc2nsnc12)NCc1ccccc1Cl returned D1 ag 2, Vif-A3F inh 7%, D1 PAM 2, D1 antagonist -8, RXFP1 antag -10, Vif-A3G inh 0%, Glioma ERSR ind -3%, RXFP1 agonist 1.8% and D2 potentiator 10.
Screening O=C(Nc1cccc(F)c1)/C(=C\c1ccco1)NC(=O)c1cccs1 returned D1 ag 1, Vif-A3F inh -1%, D1 PAM 0, D1 antagonist -6, RXFP1 antag -5, Vif-A3G inh -2%, Glioma ERSR ind -9%, RXFP1 agonist -0.4% and D2 potentiator -1.
For COc1ccc(Cn2c(O)c(C=Nc3ccc(C)cc3)c3ccccc3c2=O)cc1 the results were D1 ag 2, Vif-A3F inh -10%, D1 PAM 2, D1 antagonist -1, RXFP1 antag -7, Vif-A3G inh 1%, Glioma ERSR ind -3%, RXFP1 agonist -2.3% and D2 potentiator 23.
Screening O=C(Nc1nc2ccccc2[nH]1)C1CC1 returned D1 ag 5, Vif-A3F inh 10%, D1 PAM -3, D1 antagonist 7, RXFP1 antag -12, Vif-A3G inh inconclusive, Glioma ERSR ind 3%, RXFP1 agonist -1.9% and D2 potentiator -6.
For O=C(NCCCn1ccnc1)c1cnn2c1NC(c1ccccc1)CC2C(F)(F)F (configuration not stated) the results were D1 ag 1, Vif-A3F inh -7%, D1 PAM 2, D1 antagonist 7, RXFP1 antag 1, Vif-A3G inh -1%, Glioma ERSR ind -2%, RXFP1 agonist 1.9% and D2 potentiator -4.
For CC(=O)c1ccc(S(=O)(=O)Nc2ccc(-c3ccc(N4CCCCC4)nn3)cc2)cc1 the results were D1 ag 6, Vif-A3F inh -4%, D1 PAM -3, D1 antagonist -14, RXFP1 antag -30, Vif-A3G inh 1%, Glioma ERSR ind 0%, RXFP1 agonist 0.6% and D2 potentiator -2.
Screening CS(=O)(=O)N1CCN(c2ccc(Cl)cc2[N+](=O)[O-])CC1 returned D1 ag 0, Vif-A3F inh -16%, D1 PAM -8, D1 antagonist 9, RXFP1 antag 15, Vif-A3G inh 0%, Glioma ERSR ind -5%, RXFP1 agonist 5.6% and D2 potentiator 5.
Cc1ccc(Nc2c(-c3ccc(N4CCOCC4)cc3)nc3ncccn23)c(C)c1 was read as D1 ag 4&0, Vif-A3F inh 5%&0%, D1 PAM 1&-3, D1 antagonist -20&19, RXFP1 antag -17, Vif-A3G inh -4%&-8%, Glioma ERSR ind 1%&-2%, RXFP1 agonist 16%&5.9% and D2 potentiator 13&2.
For CCO[C@@H]1OC(C(=O)N2CCOCC2)=C[C@H](c2ccc(Br)cc2)[C@H]1CCCO the results were D1 ag 4, Vif-A3F inh -5%, D1 PAM -1, D1 antagonist -10, Vif-A3G inh -24%, Glioma ERSR ind -5%, RXFP1 agonist -1.2% and D2 potentiator 19.
`Cc1cc(C)nc(NC(=O)c2cc(-c3ccc(C)s3)nc3ccccc23)c1` gave D1 ag 3, Vif-A3F inh -4%, D1 PAM -7, D1 antagonist -30, RXFP1 antag -1, Vif-A3G inh -1%, Glioma ERSR ind -2%, RXFP1 agonist 0.1% and D2 potentiator -7.
CC1CCN(CCCCOc2ccc(Br)cc2)CC1 was read as D1 ag 11, Vif-A3F inh 2%, D1 PAM -5, D1 antagonist -10, RXFP1 antag 4, Vif-A3G inh 1%, Glioma ERSR ind -2%, RXFP1 agonist -0.7% and D2 potentiator -19.
`O=C(NNc1cc(Cl)ccc1Cl)c1cccs1` gave D1 ag 9, Vif-A3F inh 6%, D1 PAM -3, D1 antagonist -19, RXFP1 antag 14, Vif-A3G inh 0%, Glioma ERSR ind -1%, RXFP1 agonist -0.1% and D2 potentiator 0.
CCOC(=O)c1c(/N=C/C2=C(O)CC(C)(C)CC2=O)sc2c1CCCC2 was read as D1 ag 1, Vif-A3F inh 2%, D1 PAM 4, D1 antagonist 2, RXFP1 antag -10, Vif-A3G inh -1%, Glioma ERSR ind -3%, RXFP1 agonist 1.9% and D2 potentiator 1.
For Nc1nc2cc(S(=O)(=O)N3CCOCC3)ccc2o1 the results were Vif-A3F inh -6%, RXFP1 antag -14, Vif-A3G inh -2% and Glioma ERSR ind -2%.
For O=C(O)c1cc(-c2ccc3c(c2)OCO3)nc2ccc(Cl)cc12 the results were D1 ag 3, Vif-A3F inh -10%, D1 PAM 1, D1 antagonist -12, RXFP1 antag 6, Vif-A3G inh -7%, Glioma ERSR ind -3%, RXFP1 agonist 9.2% and D2 potentiator 8.
For O=C(CNC(=O)C1CC1)Nc1ccc(F)c(F)c1F the results were Vif-A3F inh 3%, RXFP1 antag 5, Vif-A3G inh 1% and Glioma ERSR ind -3%.
`O=C(NCCC1=CCCCC1)c1ccc(-n2cncn2)c([N+](=O)[O-])c1` gave D1 ag 3, Vif-A3F inh 1%, D1 PAM -3, D1 antagonist -5, RXFP1 antag -10, Vif-A3G inh 1%, Glioma ERSR ind -1%, RXFP1 agonist 0.9% and D2 potentiator 8.
Screening O=C(NC(=S)Nc1ccc(Br)cc1)C1CCC1 returned D1 ag 1, Vif-A3F inh inconclusive, D1 PAM -4, D1 antagonist 12, RXFP1 antag -3, Vif-A3G inh 0%, Glioma ERSR ind 2%, RXFP1 agonist -0.4% and D2 potentiator -4.
`C[C@@H]1CN([C@H](C)CO)C(=O)CCCn2nncc2CO[C@@H]1CN(C)C(=O)Nc1cccc2ccccc12` gave Vif-A3F inh 5%, RXFP1 antag 6, Vif-A3G inh 0% and Glioma ERSR ind -5%.
For COc1ccc(-c2noc(CN(C)C(=O)c3ccco3)n2)cc1 the results were D1 ag 4, Vif-A3F inh -3%, D1 PAM -9, D1 antagonist 20, RXFP1 antag -3, Vif-A3G inh 0%, Glioma ERSR ind 3% and RXFP1 agonist -0.8%.
`O=C1CN(C(=O)COC(=O)COc2ccc3c(c2)CCC3)c2ccccc2N1` gave D1 ag 4, Vif-A3F inh -14%, D1 PAM -13, D1 antagonist -26, RXFP1 antag 0, Vif-A3G inh 3%, Glioma ERSR ind -5%, RXFP1 agonist 6.2% and D2 potentiator -6.
Screening CCN(Cc1ccccc1)C(=O)c1ccc(N(C)S(=O)(=O)c2ccc(C)cc2)cc1 returned D1 ag 14, Vif-A3F inh 3%, D1 PAM -8, D1 antagonist -17, RXFP1 antag -13, Vif-A3G inh 3%, Glioma ERSR ind -3%, RXFP1 agonist -0.2% and D2 potentiator -13.
For Cc1cc(NC(=O)CN2CCN(c3ccccc3O)CC2)no1 the results were D1 ag -3, Vif-A3F inh 3%, D1 PAM -5, D1 antagonist 8, RXFP1 antag -4, Vif-A3G inh 0%, Glioma ERSR ind 3%, RXFP1 agonist -0.2% and D2 potentiator -9.
For Cc1ccc(-c2nn(-c3ccccc3)cc2CNCc2ccccc2)cc1 the results were D1 ag 23, Vif-A3F inh 2%, D1 PAM 12, D1 antagonist 11, RXFP1 antag inconclusive, Vif-A3G inh -7%, Glioma ERSR ind -12%, RXFP1 agonist 1.2% and D2 potentiator -38.
`CC(=O)N(c1ccc2oc(=O)sc2c1)S(=O)(=O)c1cccc2cccnc12` gave D1 ag 1, Vif-A3F inh -3%, D1 PAM -3, D1 antagonist -8, RXFP1 antag -14, Vif-A3G inh -2%, Glioma ERSR ind -6%, RXFP1 agonist 1.2% and D2 potentiator 12.

Compound activity (PubChem BioAssay)
